Assay outcomes from PubChem.
UBC13 polyUb – human UBC13 polyubiquitination inhibition | P61088 | 330,000 compounds, 0.47% hits | UBC13 polyubiquitin chain formation, TR-FRET | inhibition, % at 20 µM; in the data active = inhibition above about 45%, passing the limit was not always enough
Target sequence (P61088 whole entry, looked up): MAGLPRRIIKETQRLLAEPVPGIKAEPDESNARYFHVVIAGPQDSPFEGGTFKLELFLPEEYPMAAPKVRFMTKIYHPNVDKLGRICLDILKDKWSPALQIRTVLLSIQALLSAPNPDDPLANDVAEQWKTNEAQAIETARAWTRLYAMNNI
SENP1 FRET inh – SENP1 (human) catalytic domain inhibition; Q9P0U3; recombinant SENP1 catalytic domain, CyPet-SUMO1-YPet FRET cleavage; inhibition, % at 10 µM; 360,000 compounds, 0.21% hits;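 active = inhibition at least 30% at 10 µM, raw YFP signal under a set limit, fluorescence ratio 0.5 to 1.5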;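 note: 0% = enzyme with DMSO and 100% = no enzyme wells; some results filed as inactive read as strong as hits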
Target sequence (Q9P0U3 419-644 limits assumed): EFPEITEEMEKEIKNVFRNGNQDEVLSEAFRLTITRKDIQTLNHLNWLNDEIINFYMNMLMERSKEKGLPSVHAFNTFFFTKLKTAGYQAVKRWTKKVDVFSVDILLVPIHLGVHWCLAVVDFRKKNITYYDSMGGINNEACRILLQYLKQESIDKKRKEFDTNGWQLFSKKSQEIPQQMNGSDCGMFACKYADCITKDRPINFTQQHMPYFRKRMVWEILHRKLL
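Controls: no-enzyme wells low, DMSO-plus-enzyme wells high control. Test system: human recombinant His6-tagged SENP1 catalytic domain enzyme. Reagent: SFCypet-SUMO1-SFYpet FRET protein substrate, 25 nM final. Doses: one dose per compound, 10 µM, 0.5% DMSO. Detection: FRET, CFP and YFP emission. Timing: 50 min reaction at room temperature.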
PfG6PD inh – PfG6PD (Plasmodium falciparum) enzyme inhibition | 350,000 compounds, 0.78% hits | PfGluPho enzyme, NADPH resazurin-diaphorase fluorescence | AID 504690 | inhibition, % at 20 µM;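 active = inhibition reaching at least a set limit at 20 µM in the primary screen, cut at about 59% in these data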;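 note: 0% = DMSO wells with substrate and 100% = DMSO wells lacking glucose-6-phosphate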
SENP6 inh – SENP6 protease inhibition; Q9GZR1; Recombinant SENP6 catalytic domain, aminoluciferin luminescence; inhibition, % at 10 µM; 330,000 compounds, 1.8% hits;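 active = inhibition above about 50% at the single tested dose, limit read from the data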;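 note: plate controls were DMSO wells with enzyme for no effect and DMSO wells lacking enzyme for full effect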
Target sequence (Q9GZR1 628-1112 limits assumed): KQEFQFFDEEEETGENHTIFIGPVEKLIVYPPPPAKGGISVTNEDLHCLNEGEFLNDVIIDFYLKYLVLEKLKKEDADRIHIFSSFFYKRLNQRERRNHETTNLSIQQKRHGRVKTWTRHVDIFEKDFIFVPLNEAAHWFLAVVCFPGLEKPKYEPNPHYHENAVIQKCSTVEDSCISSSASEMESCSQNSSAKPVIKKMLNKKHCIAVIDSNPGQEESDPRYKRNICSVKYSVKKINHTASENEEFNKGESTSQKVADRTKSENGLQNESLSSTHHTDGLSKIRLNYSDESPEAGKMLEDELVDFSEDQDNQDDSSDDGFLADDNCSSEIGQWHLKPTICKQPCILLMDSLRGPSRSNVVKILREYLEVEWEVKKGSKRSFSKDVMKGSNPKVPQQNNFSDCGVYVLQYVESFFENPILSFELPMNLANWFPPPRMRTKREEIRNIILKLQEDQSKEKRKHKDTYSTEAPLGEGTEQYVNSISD
SENP8 block-1 – SENP8 protease inhibition; AID 2540; inhibition, % at 10 µM; 330,000 compounds, 1.2% hits; purified SENP8, Z-RLRGG-aminoluciferin cleavage, luminescence; in the data active = inhibition above about 50%
SENP7 block – inhibitors of human SENP7 protease; Q9BQF6; recombinant SENP7, Z-RLRGG-aminoluciferin luminescence, 40 min; inhibition, % at 5 µM; 330,000 compounds, 1.5% hits; AID 434973;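 active = inhibition above about 50% at the single test dose, limit read from the data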;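 note: plate controls were DMSO with enzyme for no effect and no enzyme buffer wells for full effect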
MIN6 prolif – induces beta-cell replication in MIN6 cells; 330,000 compounds, 0.29% hits; MIN6 cells proliferation, ATPlite luminescence, 48 h; cells starved in 0.2% serum; 100% = growth in 10% serum; AID 2380; proliferation, % at 10 µM;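 active = compounds whose signal lies at least 3.5 SD above the mean of all wells on their plate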;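 note: 0% = DMSO-treated cells in low-serum medium and 100% = 10% serum control; some compounds called inactive have numbers as strong as hits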
HKDC1 inh – HKDC1 (human) hexokinase inhibition; 340,000 compounds, 0.16% hits; inhibition, % at 20 µM; recombinant HKDC1, G6PDH/diaphorase resazurin coupled fluorescence; Q2TB90;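 active = inhibition above about 35% when tested at 20 µM, limit read from the data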;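 note: plate controls were DMSO wells with enzyme for no effect and DMSO wells lacking enzyme for full effect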
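Incubation: 90 min at room temperature in dark / Material: recombinant HKDC1 (HK5) hexokinase enzyme, produced in-house / Quantity: enzyme 5 µg/mL final / Compound: one dose of 20 µM, 1% DMSO / Reagent: glucose and ATP substrates / Buffer or medium: Tris pH 8.0 buffer with MgCl2, Tween-20, BSA, BME / Technique: resorufin fluorescence at 613 nm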
SENP8 block-2 – blocks human SENP8 cleavage of Nedd8 substrate | inhibition, % at 20 µM | AID 602440 | 360,000 compounds, 0.64% hits | recombinant SENP8, Nedd8 substrate fluorescence; in the data active = inhibition mostly above about 40%, no sharp cut-off; inactive = mostly below about 27%
* hit, by the source's call; x = no result given.

SMILES | UBC13 polyUb | SENP1 FRET inh | PfG6PD inh | SENP6 inh | SENP8 block-1 | SENP7 block | MIN6 prolif | HKDC1 inh | SENP8 block-2
CCCN1CCC(=O)N(CCSc2ccc(OC)cc2)CC1 | 6 | 1 | -6 | -6 | 2 | -4 | 0 | -2 | 8
c1ccc(CSc2nnc(-c3ccco3)c(-c3ccco3)n2)cc1 | -10 | 4 | 26 | -1 | 4 | 13 | -3 | 9 | 15
COc1cc(/C=N/NC(=O)c2ccncc2)ccc1OC(=O)c1ccc([N+](=O)[O-])cc1 | -2 | 4 | 0 | 5 | -2 | -1 | -1 | -9 | 26
O=C(O)CCN1c2cccc3cccc(c23)S1(=O)=O | 9 | -2 | -3 | 12 | 4 | 4 | -3 | 3 | -278
CCS(=O)(=O)NCC(c1cccnc1)N1CCN(c2ccccc2OC)CC1 (stereo not given) | 3 | -1 | 15 | -4 | 0 | 7 | 5 | -2 | 21
COc1ccc(C(=O)NCc2ccc(N3CCN(C)CC3)cc2)cc1 | 2 | 0 | 1 | -8 | -17 | -5 | -2 | -4 | 18
CCC(=O)N1CCN(c2c(Cl)cccc2[N+](=O)[O-])CC1 | 4 | -1 | -16 | -9 | -6 | 4 | -1 | -3 | 21
COc1ccc(C2=NOC(C(=O)NCCCn3ccnc3)C2)cc1 (stereo not given) | -6 | 0 | -15 | -11 | -5 | -12 | 1 | -3 | -1
COc1cc(CNc2ccc(C(=O)O)cc2)cc(Br)c1OCC(=O)NC(C)(C)C | -8 | 2 | -15 | 2 | -2 | -3 | 0 | -7 | 6
CCOC(=O)C1(CC2CCCCO2)CCN(Cc2nc3ccccc3[nH]2)CC1 (stereo not given) | 3 | -5 | 0 | 5 | 0 | 4 | -3 | -16 | -7
CCc1cc(=O)oc2cc(C)cc(OC(C)C(=O)NC3CC(C)(C)NC(C)(C)C3)c12 (stereo not given) | 20 | 0 | 7 | -13 | -4 | -4 | 0 | -11 | -405
FC(F)(F)c1nc(-c2ccncc2)ncc1-c1nnnn1-c1ccccc1 | 6 | 1 | 13 | 5 | -1 | 3 | -1 | -3 | 11
O=C(CSc1nnc(-c2cc3ccccc3cc2O)n1Cc1ccco1)N1CCc2ccccc2C1 | 1 | -9 | -10 | 19 | 5 | 7 | -6 | 13 | -55
Cc1ccc(NC(=O)c2ccccc2OCC(=O)c2ccccc2)cc1 | -5 | 0 | 4 | -18 | -1 | -1 | -1 | 1 | 7
CN1CCN(c2nc(-c3ccccc3)nc(-c3ccccc3)c2C#N)CC1 | 13 | 1 | 14 | 1 | 1 | -2 | -5 | -8 | 16

Single records, from the list above:
COc1cc(CNc2ccc(C(=O)O)cc2)cc(Br)c1OCC(=O)NC(C)(C)C is listed as UBC13 polyUb = -8; SENP1 FRET inh = 2; PfG6PD inh = -15; SENP6 inh = 2; SENP8 block-1 = -2; SENP7 block = -3; MIN6 prolif = 0; HKDC1 inh = -7; SENP8 block-2 = 6
c1ccc(CSc2nnc(-c3ccco3)c(-c3ccco3)n2)cc1 is listed as UBC13 polyUb = -10; SENP1 FRET inh = 4; PfG6PD inh = 26; SENP6 inh = -1; SENP8 block-1 = 4; SENP7 block = 13; MIN6 prolif = -3; HKDC1 inh = 9; SENP8 block-2 = 15

Remaining list, next part
SMILES | UBC13 polyUb | SENP1 FRET inh | PfG6PD inh | SENP6 inh | SENP8 block-1 | SENP7 block | MIN6 prolif | HKDC1 inh | SENP8 block-2
COC(=O)CSc1nnc(-c2cccnc2)o1 | -15 | -2 | -25 | -5 | -15 | -4 | -3 | -6 | 14
CCC1(c2ccccc2)ON(c2c(Br)cccc2Br)C1=O (stereo not given) | 9 | 1 | -38 | 14 | -3 | 4 | -7 | 6 | 18
CC(C)Cn1c(CCC(N)=O)nnc1SC(C)C(=O)Nc1ccc2c(c1)OCO2 (stereo not given) | -2 | -1 | 13 | 8 | 4 | -4 | -3 | -1 | 8
O=C1c2ccccc2C(=O)N1CCSc1ncn[nH]1 | 6 | 4 | -21 | -14 | -1 | -1 | 0 | -1 | 22
Cc1csc2c(NCCCN3CCOCC3)ncnc12 | -6 | 1 | -11 | -29 | -2 | 6 | -1 | 2 | 30
O=C1Nc2ccc(Br)cc2/C1=C/C(=O)c1ccc2c(c1)OCO2 | -7 | -4 | 23 | -1 | 1 | -5 | -6 | 18 | -10
Cc1cc2oc(C(=O)NCCc3ccc(S(N)(=O)=O)cc3)cc(=O)c2cc1C | 7 | -1 | -2 | 3 | 8 | 5 | 0 | -6 | 1
COc1ccc(CCC(=O)Nc2cccc(S(=O)(=O)N3CCOCC3)c2)cc1OC | -2 | -1 | -10 | 3 | 8 | -2 | -2 | 0 | -6
COC(=O)c1sc2cnccc2c1N | 2 | -104 | -1 | -15 | -12 | -14 | -1 | 6 | -256
Cc1cccc(NC(=O)c2ccc3c(=O)n4c(nc3c2)CCCCC4)n1 | 2 | 0 | 0 | 26 | 0 | 29 | -5 | -6 | 0
O=c1cc(C(F)(F)F)oc2c1ccc1ccccc12 | 13 | 1 | -4 | -5 | -3 | -7 | -2 | 4 | -160
Cn1c(-c2ccccc2)c(C(=O)CCl)c2ccccc21 | x | 2 | -26 | x | x | x | x | 13 | 14
O=C(CCCn1c(=O)[nH]c2ccc(Br)cc2c1=O)NCc1ccc(Cl)cc1 | -6 | -1 | 0 | -3 | -13 | -9 | -2 | 1 | 19
CC(C)CC(NC(=O)C1CCC(C)CC1)C(=O)Nc1ccccc1F (stereo not given) | 7 | 2 | 9 | 2 | 0 | -2 | 0 | 5 | 18
CCCC(c1nnnn1CS(=O)(=O)c1ccc(C)cc1)N1CCN(c2ccccc2)CC1 (stereo not given) | -8 | 1 | 16 | -17 | -6 | -2 | 0 | 2 | 27
CC(NC(=O)Cn1cnc2c1c(=O)n(C)c(=O)n2C)c1ccccc1 (stereo not given) | 5 | 0 | 2 | 0 | -2 | 6 | 1 | -1 | 34
CCN1CCN(C(=O)CCn2c(=O)c3cccn3c3cccnc32)CC1 | 1 | 0 | 0 | 16 | 2 | -4 | -1 | -2 | -32
Cc1c(C(=O)NCc2cccnc2)oc2ccc(S(=O)(=O)N3CCCC(C)C3)cc12 (stereo not given) | 4 | 3 | -4 | 0 | -2 | 3 | -4 | 3 | 0
CC(C)OC(=O)CSc1nnc(-c2ccc([N+](=O)[O-])cc2)o1 | -10 | -2 | 1 | -2 | -8 | -2 | -5 | -7 | -1
COc1ccccc1NC(=O)CSc1ccc(-c2cccs2)nn1 | -9 | -1 | 38 | -14 | -3 | -10 | -1 | 29 | 9
CC1CCCCC12NC(=O)N(CC(=O)NCc1ccco1)C2=O (stereo not given) | -1 | -1 | 6 | -4 | -10 | -8 | 6 | -6 | 9
COCCNC(=O)c1onc(CSc2cc(C)ccc2C)c1C(=O)O | 0 | 2 | -12 | 13 | 8 | 1 | 3 | -4 | -4
C=CCc1cccc2cc(C(=O)N(CC)CC)c(=O)oc12 | -3 | -4 | -27 | 2 | -3 | 2 | -3 | 8 | -9
COc1ccc(NC(=O)C2CCCN2C(=O)Nc2ccc(OC)cc2)cc1 (stereo not given) | 4 | -1 | 4 | -1 | 2 | 10 | 0 | -6 | -2
COc1cc(/C=C/C(=O)O)cc(Br)c1O | 22 | -3 | 2 | -9 | -4 | 9 | -1 | -8 | -337
CCOC(=O)c1cc(CC)sc1NC(=O)C1CC1 | 13 | -2 | 33 | 4 | -3 | 0 | 2 | 3 | -6
CN(CC(=O)NCCc1ccc(Cl)cc1)S(=O)(=O)c1ccc2c(c1)c(=O)n(C)c(=O)n2C | 10 | 5 | 11 | 3 | 7 | 5 | -3 | -5 | 4
CCOc1ccc(-c2nnn(CCC(=O)O)n2)cc1OC | -11 | -1 | -13 | -10 | -11 | -8 | 1 | -3 | 19
CN(C)S(=O)(=O)c1ccc(C(=O)NCCN=C2NS(=O)(=O)c3ccccc32)cc1 | 0 | 6 | 0 | -10 | -16 | -6 | 1 | -1 | 8
Cc1ccccc1-n1c(=O)[nH]c(=O)c2c(N)c(C(=O)c3ccc(Cl)cc3)sc21 | 4 | 1 | -6 | 0 | 1 | 0 | 2 | -6 | 16
O=C(O)C(Cc1ccnc2ccccc12)=NO | x | -2 | 6 | x | x | x | x | 8 | 19
Cc1ccc(Cl)c(OCC(=O)NN2CCN(C)CC2)c1 | 21 | 1 | -2 | -14 | 3 | -1 | -2 | -10 | 10
Cc1ccc(CNC(=O)CCC(=O)Nc2nnc(C3CCCCC3)s2)cc1 | -3 | 1 | -7 | 0 | 3 | -5 | 0 | 0 | 12
Cc1noc(C)c1CSc1nnc2scc(-c3ccc(Cl)cc3)n12 | 22 | 0 | 11 | 4 | -6 | 1 | -3 | 15 | 20
COC(=O)[C@@]12CCCCN1[C@H](c1ccc(SC3CCCCC3)cc1)[C@@H]1C(=O)N(C)C(=O)[C@@H]12 | 26 | 1 | 3 | 6 | -2 | 6 | -9 | 0 | -52
O=C(CN(Cc1ccccc1)C1=NCCS1)c1ccc(Cl)cc1 | -2 | -3 | 12 | -1 | 4 | 0 | -6 | -8 | 17
CC(C)NOC(=O)c1ccc(Cl)cc1 | -5 | 2 | 7 | 2 | 1 | -1 | 0 | -2 | 1
O=S(=O)(c1ccc2ccccc2c1)N1CCN(C(=S)Nc2ccc(F)c(Cl)c2)CC1 | 8 | 2 | 15 | 0 | -1 | -3 | 0 | -9 | 1
COc1cc(/C=N/Nc2nc(=O)[nH]nc2C)cc([N+](=O)[O-])c1O | -83 | -1 | 19 | 5 | 6 | 5 | 3 | -2 | 16
Cc1cccc(NC(=O)c2ccc(N(C)C3CCCCC3)c([N+](=O)[O-])c2)n1 | 4 | 3 | 60* | 2 | -5 | -11 | -3 | 3 | 26
CCN(CC(=O)Nc1ccccc1C(F)(F)F)C(=O)c1ccccc1Cc1ccccc1 | -4 | 0 | -8 | -15 | -10 | -6 | 0 | -1 | 21
Cc1cccc(NC(=O)CSc2nnc(NC(=O)CN3CCCCC3)s2)c1 | 3 | x | x | 2 | -1 | -1 | -2 | x | x
COc1ccccc1N1CCN(c2ncnc3sc(C)c(-c4ccccc4)c23)CC1 | 1 | -1 | 10 | -1 | 4 | 4 | -4 | -1 | 5
CCCC1(c2ccsc2)NC(=O)NC1=O (stereo not given) | x | 2 | -4 | x | x | x | x | -7 | 7
Cc1nc2oc3c(NCC4CCCO4)ncnc3c2c2c1COC(C)(C)C2 (stereo not given) | 6 | 1 | 13 | -12 | 0 | 0 | -1 | 18 | -248
Cc1ccc2c(=O)[nH]c(Cc3ccccc3C(=O)O)nc2c1 | 21 | 1 | -15 | -8 | -4 | 5 | -3 | -2 | 18
Cn1cccc1/C=C1\SC(=S)N(NC(=O)c2ccc(Cl)cc2)C1=O | x | -77 | -19 | x | x | x | x | -7 | 38
CC(Oc1ccc(Br)cc1)C(=O)NCC(C)(C)N1CCOCC1 (stereo not given) | 7 | 1 | -6 | -3 | 3 | 3 | 1 | 0 | 17
CC(C)(C)C1CCC(=NNc2ccc(S(N)(=O)=O)cc2[N+](=O)[O-])CC1 (stereo not given) | -20 | 3 | 22 | 5 | 0 | 0 | -4 | -3 | 27

Hits appear at their usual frequency; 4% or so of the library scored in one or more.
